# QS inhibitor: blocks AIP-induced quorum sensing reporter in S. aureus | inhibition, % at 2 µM | S. aureus RN6390 RNAIII-GFP reporter, flow cytometry 3 h | 24,000 compounds, 0.3% hits;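 active = share of bacteria positive for the green fluorescent reporter and its mean brightness both inhibited by 50% or more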;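 also: 0% = AIP-stimulated control and 100% = unstimulated bacteria without AIP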
# QS inhibitor GFP MFI %: further read-out of QS inhibitor, marked with its call; inhibition, %; measured here: inhibition of GFP MFI
# * = called active by the depositor. The list is partial; rates above refer to the full screens.
SMILES,QS inhibitor,QS inhibitor GFP MFI %
Cn1nc(-c2ccc(C(=O)NCC3CCCO3)cc2)c2ccccc2c1=O (centres undefined),-1,-8
Cc1cc(=O)oc2cc(Oc3ncccn3)ccc12,-1,-18
Cc1cccc(CN2CCN(C(c3ccccc3)c3ccc(Cl)cc3)CC2)c1 (centres undefined),0,43
O=C(Nc1ccc(OC(=O)c2cccnc2)cc1)c1cccnc1,-2,-7
O=C(CCNS(=O)(=O)c1cccc2nsnc12)NC1CCN(Cc2ccccc2)CC1,-1,-3
O=C(NC1CCCCCC1)c1cc(S(=O)(=O)N2CCC3(CC2)OCCO3)ccc1F,2,3
CCn1cc(C(=O)NCC2COc3ccccc3O2)c2cc(OC)c(OC)cc2c1=O (centres undefined),2,7
CCOC(=O)C1CCN(C(=O)Cc2c(C(=O)O)[nH]c3ccccc23)CC1,4,13
CCOCCCNC(=O)C1CCN(C(=O)Nc2ccc(Cl)cc2)CC1,0,16
Cn1c(C(=O)NCc2cccs2)cc2oc3ccccc3c21,31,52
CC(=O)C1=C(N2CCCCC2)CCC1=O,0,6
O=C(CCNS(=O)(=O)c1ccc(Br)s1)NC1CCCC1,-2,-4
C[C@H]1C[C@H]2[C@@H]3CCC4=CC(=O)C=C[C@]4(C)[C@@]3(Cl)[C@@H](O)C[C@]2(C)[C@@]1(O)C(=O)CO,-5,-21
Cc1cc(C)cc(NC(=O)CSc2nnc(CNC(=O)c3cccs3)o2)c1,2,0
CCCCNC(=O)OCCNC(=O)NC,14,18
COc1ccc2c(c1)CCc1c(C(=O)NCCCn3ccnc3)noc1-2,8,12
CCOc1cc(NC(=O)c2ccco2)c(OCC)cc1NC(=O)Cc1cccc(OC)c1,3,14
COc1cccc(C2C(C#N)=C(N)OC3=C2C(=O)CC(c2ccco2)C3)c1OCc1ccc(F)cc1 (centres undefined),-10,-27
Cc1ccc(N2CCn3c2nc2c3c(=O)n(CCc3ccccc3)c(=O)n2C)cc1,1,10
Cc1[nH]c(=S)[nH]c(=O)c1CCOc1ccccc1,10,14
CCOC(=O)c1nnn(-c2nonc2-c2ccccc2)c1C,3,-2
Cc1cc(C)n2c(Br)c(CSc3nc4ccccc4o3)nc2n1,2,18
CC(NS(=O)(=O)c1ccccc1)C(c1cccs1)N1CCN(C)CC1 (centres undefined),1,9
CNC(=O)CN1C(=O)CSc2nc(C)cc(C)c21,-4,-8
Cc1cc(=O)n2[nH]c(-c3ccc(Cl)cc3)cc2n1,-2,2
CC(NC(=O)c1cccnc1)C(c1cccs1)N1CCOCC1 (centres undefined),-3,-12
COc1ccc(-c2nnc3ccc(SCC(=O)NCc4ccco4)nn23)cc1,-5,-23
O=C(C1=C(O)C(=O)N(c2ncccn2)C1c1cccc(Cl)c1)c1ccco1 (centres undefined),0,-2
O=C(Cn1cc2c(n1)CCCC2)NCCCN1CCN(Cc2ccccc2)CC1,0,11
CC(=O)Nc1c(C(=O)NCc2ccccc2)nnn1Cc1ccccc1,-7,-30
CC1(C)OC(=O)C(=CNc2ccccc2F)C(=O)O1,3,10
CCN(CC)C(=O)CSc1nc2ccc(NC(=O)CSc3nccn3C)cc2s1,-1,-10
Cc1ccc(N2C(=O)C3C4C=CC(C4)C3C2=O)cc1C (centres undefined),-2,-3
COc1ccc2c(C)nc(Nc3nc(C)cc(C)n3)nc2c1,10,20
c1ccc(CSc2nnc(-c3cccs3)n2Cc2ccco2)cc1,2,4
c1ccc(CNc2ccc3c(c2)ncn3C2CCCCC2)nc1,0,-12
Cc1ccc(C)c(N2CCN(C(=O)C3CCCN(S(=O)(=O)c4c(C)[nH]c(=O)[nH]c4=O)C3)CC2)c1 (centres undefined),-1,-9
CCOC(=O)c1c(C(F)(F)C(F)(F)C(F)(F)C(F)(F)F)n[nH]c1C,4,10
COC(=O)C(O)(CC(=O)c1ccc(OC)cc1)C(F)(F)F (centres undefined),1,0
CCn1c(CNc2ccc(C)cc2)nnc1SCC(=O)NCc1ccccc1,0,3
COc1ccc(CCNC(=O)C2CCN(S(=O)(=O)c3cnc[nH]3)CC2)cc1OC,4,26
COC(=O)c1ccc(OCC(O)CN2CCC(C)CC2)cc1 (centres undefined),-2,-20
COc1ccc(C(=O)Cn2c(N3CCCCC3)nc3c2c(=O)n(C)c(=O)n3C)cc1OC,-1,3
O=C(O)C1C2C=CC(C3CC23)C1C(=O)NCCc1ccccc1 (centres undefined),-2,-23
O=C(CN1CCN(c2ccccn2)CC1)Nc1cc(C(F)(F)F)ccc1Cl,-4,2
CC(=O)c1ccc(N2CCN(C(=O)CCCn3c(=S)[nH]c4cc5c(cc4c3=O)OCO5)CC2)cc1,0,3
O=S(=O)(c1ccccc1)N1CCN(C2CCCCCCC2)CC1,-1,-39
COc1cc(Cn2c(C(=O)O)cc3sccc32)cc(OC)c1OC,0,6
COc1ccc(N(CC(=O)N2CCCCC2)S(=O)(=O)c2c(C)nn(C)c2C)cc1,-7,-6
Cc1c(NC(=O)C(C)OC(=O)c2cc3c4ccccc4n(C)c3s2)c(=O)n(-c2ccccc2)n1C (centres undefined),1,3

# Molecules above containing a COOH group:
SMILES,QS inhibitor,QS inhibitor GFP MFI %
CCOC(=O)C1CCN(C(=O)Cc2c(C(=O)O)[nH]c3ccccc23)CC1,4,13
O=C(O)C1C2C=CC(C3CC23)C1C(=O)NCCc1ccccc1 (centres undefined),-2,-23
COc1cc(Cn2c(C(=O)O)cc3sccc32)cc(OC)c1OC,0,6

# (further entries)
SMILES,QS inhibitor,QS inhibitor GFP MFI %
N#CC(C(=O)C1CCCCC1)c1nc2ccccc2[nH]1 (centres undefined),-3,10
CC(C)C(=O)NC(C)C(c1cccs1)N1CCN(C)CC1 (centres undefined),-15,-26
COc1ccc(Cc2noc(-c3ccc(C)cc3)n2)cc1,0,3
COC1(OC)N=C(N)C2(C#N)C(c3ccc(F)cc3)C12C#N (centres undefined),-3,-3
COC(=O)Cc1cc(=O)[nH]c(Nc2nc3ccccc3o2)n1,1,0
COCCNC(=O)CN1CCN(Cc2cccc(Cl)c2)C1=O,0,1
O=C(O)c1cccc(S(=O)(=O)Nc2ccc3oc(=O)sc3c2)c1,-1,0
CCOC(=O)C1CCN(c2nnc(N3CCCC3=O)s2)CC1,7,28
COc1ccccc1Cn1c(=S)[nH]c2cc(C(=O)NCCN3CCOCC3)ccc2c1=O,13,33
CCc1c(C)sc(NC(=O)c2cc(C)no2)c1C#N,4,4
CCC1Oc2ccc(C)cc2N(Cc2cccc(C)c2)C1=O (centres undefined),3,4
Cc1nn(-c2ccccc2)c2c1C(c1c(C)[nH]c(C#N)c1C)C(C#N)=C(N)O2 (centres undefined),6,10
CC1CCCCC1NC(=O)Cn1nnc(-c2ccc(Cl)cc2)n1 (centres undefined),-2,-8
O=C(O)c1ccc2c3c(ncnc13)-c1ccccc1C2=O,1,8
Cc1cc(NC(=O)Cn2cnc3c(cnn3C(C)(C)C)c2=O)no1,-2,-6
COC(=O)c1cc(NC2c3ccccc3C(=O)N2c2cccnc2)cc(C(=O)OC)c1 (centres undefined),-1,8
COc1cc2c(cc1OC)CN(CC(=O)Nc1ccc3c(c1)OCO3)CC2,0,-17
Cn1c(=O)oc2cc(S(=O)(=O)NCc3ccccn3)ccc21,-8,-12
COc1ccc(C(=O)Nc2ccc(S(=O)(=O)Nc3nccnc3OC)cc2)cc1OC,-1,4
O=C(NCc1cccnc1)C1c2ccccc2C(=O)N1Cc1ccco1 (centres undefined),1,5
Cc1c(C(=O)O)[nH]c2c1C(=O)CC(c1ccccc1)C2 (centres undefined),8,26
O=C(NC1CCCCCC1)c1nnc(Cc2ccc(Cl)cc2)o1,0,5
COc1ccc(NC(=O)CN2CCN(C3c4ccccc4-c4ccccc43)CC2)c(OC)c1,18,23
Cc1cccc(C)c1OCC(=O)Nc1cccc(NC(=O)c2ccco2)c1,3,19
Cc1cc2c(c(=O)o1)C(C13C=CC(CC1)C3)C(C#N)=C(N)O2 (centres undefined),-1,1
O=C(COC(=O)C1(c2ccccc2F)CCCC1)NC1CCS(=O)(=O)C1 (centres undefined),0,11
CC(NC(=O)Nc1ccccn1)N1C(=O)C2C3C=CC(C3)C2C1=O (centres undefined),3,9
CCC(=O)N1CCc2cc(S(=O)(=O)N3CCN(C(=O)c4ccco4)CC3)ccc21,4,24
CC(Oc1ccc(Cl)cc1Cl)C(=O)NCCCN1CCOCC1 (centres undefined),2,24
CC(=O)N1CCc2cc(C(=O)CN3CCCCC3)ccc21,1,9

# Fetched by compound from the entries so far:
SMILES,QS inhibitor,QS inhibitor GFP MFI %
Cc1cc2c(c(=O)o1)C(C13C=CC(CC1)C3)C(C#N)=C(N)O2 (centres undefined),-1,1
O=C(COC(=O)C1(c2ccccc2F)CCCC1)NC1CCS(=O)(=O)C1 (centres undefined),0,11
CCC(=O)N1CCc2cc(S(=O)(=O)N3CCN(C(=O)c4ccco4)CC3)ccc21,4,24
O=C(NC1CCCCCC1)c1nnc(Cc2ccc(Cl)cc2)o1,0,5

# Entries of single compounds, quoted from the list. Values in the order: QS inhibitor	QS inhibitor GFP MFI %
# Results for COc1ccccc1Cn1c(=S)[nH]c2cc(C(=O)NCCN3CCOCC3)ccc2c1=O : 13	33
# Results for Cc1cccc(C)c1OCC(=O)Nc1cccc(NC(=O)c2ccco2)c1 : 3	19
# Results for CC1CCCCC1NC(=O)Cn1nnc(-c2ccc(Cl)cc2)n1 (centres undefined) : -2	-8

# The listing continues:
SMILES,QS inhibitor,QS inhibitor GFP MFI %
CCc1nn(CC(=O)NCCCN2CCCC2=O)c(=O)c2cc3sccc3n12,1,9
O=C(OCN1C(=O)c2ccccc2C1=O)c1ccc2c(=O)n3c(nc2c1)CCC3,4,33
CCCC1(C(=O)O)NC(c2ccc(OC)cc2O)C2C(=O)N(c3ccc(OC)cc3)C(=O)C21 (centres undefined),0,-10
CN(C)S(=O)(=O)c1ccc(C(=O)NCc2cccs2)cc1,-1,-1
CCOC(=O)N1CCN(S(=O)(=O)c2ccc3c(c2)SC(C)C(=O)N3)CC1 (centres undefined),-3,-16
COc1cc(OC)c(NS(=O)(=O)c2coc(C(N)=O)c2)cc1Cl,-5,-20
CC1CCN(c2c(NCc3ccc(C(=O)NCc4cccnc4)cc3)c(=O)c2=O)CC1,7,8
CC1(C)Cc2ccccc2C(=NCCCC(=O)O)N1,0,25
CCC(=O)N1CCc2cc(S(=O)(=O)NC(C(=O)N3CCc4ccccc4C3)C(C)C)ccc21 (centres undefined),-3,-13
COCCCN1C(=O)C(O)=C(C(=O)c2ccco2)C1c1ccc(Br)cc1 (centres undefined),-1,-12
O=C(NCSc1ccncn1)c1ccccc1,2,10
C#CC(C)(CC)NC(=O)c1cc(OC)c(OC)c(OC)c1 (centres undefined),-2,3
CCCCOC(=O)Cn1c(=N)n(CCC)c2ccccc21,5,9
Cc1cccc(N2CCN(S(=O)(=O)c3ccc4c(c3)c(=O)n(C)c(=O)n4C)CC2C)c1 (centres undefined),-2,-5
O=C(NCCCN1CCOCC1)c1cc(-c2cccs2)on1,0,2
Cc1ccc(Cn2ccc(NC(=O)c3cc(-c4ccco4)on3)n2)cc1,-2,7
Cc1cc(OCC(=O)N(C)C)c2c(-c3ccccc3)cc(=O)oc2c1,4,10
CC(=O)C1=C(C)Nc2ncnn2C1c1ccccc1Cl (centres undefined),-6,-33
CC(=O)Nc1cccc(NC(=O)c2ccco2)c1,0,6
COc1ccc(C2CC(c3ccco3)n3ncnc3N2)cc1 (centres undefined),-2,-1
COc1ccc(C)cc1NC(=O)c1cc2c(C)nc3ccccc3c2o1,-9,-2
CC1(C)CC(=O)c2c(noc2-c2ccccc2)C1,2,22
O=C(CCCCn1c(=O)[nH]c2ccsc2c1=O)NCC1CCCO1 (centres undefined),-2,2
CCn1c(SCC(=O)Nc2cccc(C)c2)nc2c(c1=O)SC(C)C2 (centres undefined),-2,-5
O=C(CCN1C(=O)C2C3C=CC(C3)C2C1=O)Nc1c(F)cc(F)cc1Br (centres undefined),-3,-18
CCSc1nnc(NC(=O)CSc2nccn2-c2cccc(C)c2C)s1,-3,-2
O=C(c1cc(-c2cccs2)on1)N1CCN(c2ccc(F)cc2)CC1,-3,-5
COc1ccc(CNCC(=O)Nc2cc(C)nn2-c2nc(C)cc(C)n2)cc1OC,0,0
COc1ccc(N2CCC(CNC(=O)Nc3ccc(OC)cc3OC)C2)cc1 (centres undefined),0,4
S=C(N=Nc1ccccc1)NNc1ccccc1,-1,7
O=c1cc(O)nc(SCc2ccccc2Cl)[nH]1,-2,-4
Cc1c(NC(=O)C2CCCCN2S(=O)(=O)c2ccc(Cl)cc2)c(=O)n(-c2ccccc2)n1C (centres undefined),-1,0
CCn1c(=O)cc(SCC(=O)N2CCC(C)CC2)c2ccccc21,-1,2
O=C(c1cc2c(=O)n3ccccc3nc2s1)N1CCOCC1,4,6
CCN(CCNS(=O)(=O)c1ccc2[nH]c(=O)sc2c1)c1ccccc1,8,9
Cc1cccc(C)c1NC(=O)c1cc(S(=O)(=O)N2CCOCC2)ccc1F,-1,5
COC(=O)c1ccc(NC(=O)CCn2c(=O)oc3ccccc32)cc1,-9,-45
Cc1c(C#N)c2ncnc(-c3ccccc3)c2n1-c1ccccc1,-14,-22
CCOC(=O)C(NC(=O)c1ccc(F)cc1)(Nc1nnc(C)s1)C(F)(F)F (centres undefined),-2,0
Cc1ccc(Cn2nnc3c(=O)n(CC(=O)N4CCN(c5ccccc5)CC4)cnc32)cc1,-1,0
N#Cc1c(-c2ccccc2)nc(N2CCOCC2)[nH]c1=O,-3,-7
CC(C)CNc1nc(Oc2ccc(=O)n(-c3ccccc3)n2)nc(N2CCOCC2)n1,6,19

# High-throughput results (PubChem)
